NPY1 pot ag = potentiates or activates human NPY-Y1 receptor | P25929 | NPY-Y1 expressing cells, potentiator/agonist activation | activation, % at 3.6 µM | 220,000 compounds, 0.37% hits; in the data active = activation above about 33%, passing the limit was not always enough;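 also: cells stimulated with NPY at EC10 then isoproterenol at EC100; 0% = low agonist plus stimulus and 100% = saturating agonist plus stimulus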
S1P4 antag = human S1P4 receptor antagonism; S1P4-expressing cells, antagonist mode, reporter read-out; inhibition, % at 4.98 µM; 220,000 compounds, 0.26% hits; in the data active = inhibition above about 29%;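 also: 0% = wells stimulated with agonist and 100% = vehicle wells without agonist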
NPY-Y2 PAM-ag = potentiates or activates human NPY-Y2 receptor; cells expressing NPY-Y2, potentiator/agonist read-out; activation, % at 3.6 µM; 220,000 compounds, 0.45% hits; AID 1359; in the data active = activation above about 27%;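 also: cells stimulated with NPY near EC25 plus isoproterenol at EC100; 0% = vehicle plus submaximal agonist and 100% = vehicle plus saturating agonist; some results beyond the cut were filed as inactive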
Target sequence (P49146 whole entry, looked up): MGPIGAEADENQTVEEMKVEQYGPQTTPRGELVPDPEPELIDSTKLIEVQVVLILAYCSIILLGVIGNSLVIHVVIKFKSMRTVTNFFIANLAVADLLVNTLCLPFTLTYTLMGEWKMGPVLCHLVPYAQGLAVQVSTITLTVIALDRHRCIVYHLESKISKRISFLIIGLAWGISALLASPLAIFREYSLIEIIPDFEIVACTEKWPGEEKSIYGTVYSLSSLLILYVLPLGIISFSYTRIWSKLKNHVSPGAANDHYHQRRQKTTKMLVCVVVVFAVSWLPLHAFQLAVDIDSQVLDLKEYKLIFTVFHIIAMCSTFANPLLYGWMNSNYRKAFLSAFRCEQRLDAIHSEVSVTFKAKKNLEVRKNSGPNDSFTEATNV
EP2 modulator = EP2 receptor (human) modulation; induction, % at 25 µM; 260,000 compounds, 0.83% hits; P43116; AID 940; EP2-expressing cells, cAMP HTRF FRET, PGE2 co-stimulation;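 active = compounds whose cAMP rise, as percent of the full-agonist control response, exceeds 60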;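 also: rat C6 glioma line stably carrying human EP2 under a CMV promoter; the protocol text gives 20 µM as final concentration; 100% = response of wells given 1 µM PGE2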
Target sequence (P43116 whole entry, looked up): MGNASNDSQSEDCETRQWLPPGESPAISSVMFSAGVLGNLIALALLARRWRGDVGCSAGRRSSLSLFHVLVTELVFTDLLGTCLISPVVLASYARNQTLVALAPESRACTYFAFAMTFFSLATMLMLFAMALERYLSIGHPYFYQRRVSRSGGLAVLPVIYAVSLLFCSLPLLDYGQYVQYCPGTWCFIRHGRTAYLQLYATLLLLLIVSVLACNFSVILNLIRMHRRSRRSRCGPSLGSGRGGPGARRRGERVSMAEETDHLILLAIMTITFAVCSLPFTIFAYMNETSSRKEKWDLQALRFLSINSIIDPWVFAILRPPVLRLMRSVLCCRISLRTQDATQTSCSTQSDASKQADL
TRPML3 ag = activates the human TRPML3 channel | Q8TDD5 | HEK293 TRPML3-YFP, Fluo-8 calcium fluorescence; 100% = the carbachol control signal | activation, % at 3 µM | 220,000 compounds, 0.29% hits;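 active = activation above its plate's cutoff, the mean activation of the plate's test wells plus 3 SD, cut at about 12% in these data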;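 also: 0% = DMSO only wells and 100% = carbachol wells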
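Material: HEK293 cells stably carrying human TRPML3-YFP; compound dosing: single dose, 3 µM final nominal compound, 0.3% DMSO final; incubation: 1-h 37 °C dye load, 5-s basal, 120-s post-compound reads; technique: Fluo-8 intracellular calcium fluorescence, excitation 470-495 nm, emission 515-575 nm; read-out basis: percent activation from peak-to-basal fluorescence ratio, scaled between DMSO and carbachol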
CHOP inhibitor = inhibitors of CHOP induction in ER stress response | CHO-K1 CHOP-promoter luciferase, tunicamycin-induced, 15-18 h | inhibition, % at 10 µM | 220,000 compounds, 3.8% hits;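 active = compounds that reduced the stress-induced luciferase reporter signal by more than about 70% of percent inhibition, limit read from the data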;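 also: 0% = tunicamycin plus vehicle and 100% = wells without tunicamycin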
TRPN1 ag = agonists of zebrafish TRPN1 channel | HEK293 zebrafish TRPN1-YFP, Fluo-8 calcium fluorescence; 100% = response to 87 µM carbachol | activation, % at 3 µM | 220,000 compounds, 0.18% hits | AID 1424;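 active = activation above its plate's cutoff, the mean activation of test wells on that plate plus 3 SD, cut at about 19% in these data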;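 also: 0% = DMSO alone and 100% = 87 µM carbachol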
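Material: zebrafish TRPN1-YFP in HEK293 cells; Doses: single test compound dose, 3 µM nominal, 0.3% DMSO; Timing: dye loading 1 h at 37 °C, then 30 min room temperature; Technique: intracellular calcium fluorescence with Fluo-8; Benchmarks: high carbachol 87 µM, low DMSO alone.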
NPY Y1 blocker = antagonists of human neuropeptide Y receptor Y1; HEK293-CNG Y1 cells, membrane potential fluorescence; NPY at EC95, then isoproterenol; inhibition, % at 3.6 µM; 200,000 compounds, 1% hits;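 active = inhibition above the campaign mean inhibition of all tested compounds plus 3 SD, cut at about 20% in these data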;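 also: 0% = DMSO wells given NPY plus isoproterenol and 100% = isoproterenol alone without NPY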
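Material: HEK293 Y1/CNG channel cell line; also added: NPY (25 nM), isoproterenol (1 µM), Ro 20-1724 (25 µM); doses: one concentration, 3.6 µM, in 0.4% DMSO; schedule: compound incubation 1 h at room temperature, readout 45 min post-stimulation; technique: membrane potential fluorescence; measure: fluorescence ratio normalized to % inhibition between controls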
S1P4 agonist = agonists of human S1P4 receptor; O95977; S1P4-expressing cell line, agonist reporter assay; activation, % at 4.98 µM; 220,000 compounds, 0.35% hits; in the data active = activation above about 11%;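 also: 0% = DMSO vehicle and 100% = reference agonist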
Active calls of the source: *; nt = no result given.

Every second line gives: NPY Y1 blocker	TRPN1 ag	CHOP inhibitor	S1P4 antag	NPY1 pot ag	EP2 modulator	NPY-Y2 PAM-ag	TRPML3 ag	S1P4 agonist
- CN(C)c1oc(-c2ccc(OCc3ccc(Cl)cc3)cc2)nc1C#N
    -3	0.5	13	-5	-16	4	1	0.3	1.7
- COc1cccc(C(C(=O)NC2CCCC2)N(Cc2ccc(C)cc2)C(=O)c2ccco2)c1OC (stereo not given)
    2	-2.2	14	-12	0	45	1	-0.9	1.4
- CCn1c(=N)c(S(=O)(=O)c2ccc(Cl)cc2)cc2c(=O)n3ccccc3nc21
    -4	2.0	9	-4	17	32	7	0.4	-0.4
- CC1CCN(c2ccccc2NC(=S)NC(=O)C(C)(C)C)CC1
    7	0.3	-27	7	1	23	-7	0.7	-0.2
- CCOc1ccc(C(=O)O)cc1OC
    1	0.8	24	-11	-10	0	3	0.4	-0.1
- CCC(=O)NC(=S)NNC(=O)c1ccc(O)cc1
    2	0.3	7	18	17	10	-4	0.9	0.4
- COc1ccc(Nc2cc(C)nc3nc(C)nn23)c(OC)c1
    5	0.3	1	-10	-6	43	-11	0.3	0.1
- CC(C)N(C(=S)Nc1cccnc1)c1ccccc1
    nt	1.6	20	6	16	-2	-14	0.6	-0.6
- COc1ccc(CC(=O)Nc2ccc(-c3ccc4nnc(C)n4n3)cc2)cc1OC
    5	2.2	-10	3	2	10	2	0.9	1.5
- CCCc1cc(C(N)=O)c(NC(=O)C2CCCO2)s1 (stereo not given)
    -4	0.1	28	-11	-9	15	2	-0.2	0.2
- Cc1ccc2c(c1)CCCN2C(=O)c1cccs1
    3	-0.7	7	-5	-15	48	-3	-0.5	-0.1
- CC1CC2(CCCCC2)Nc2ccc3ccccc3c21 (stereo not given)
    6	0.6	-23	-13	-16	51	-5	-0.2	-1.3
- COc1ccc(-n2c(Cc3cccn3C)nnc2SCC(=O)N2CCC(C)CC2)cc1
    -2	0.7	-5	2	10	27	7	-0.4	1.3
- CN(c1ccc(C(=O)N2CCN(Cc3ccc4c(c3)OCO4)CC2)cc1)S(=O)(=O)c1ccccc1
    -2	8.0	28	-10	16	-18	0	4.1	1.1
- CCOC(=O)C1CCCN(c2c(NCCc3ccc(Cl)cc3)c(=O)c2=O)C1 (stereo not given)
    nt	0.6	11	15	10	10	-13	0.9	-0.7
- O=C1CCC(CCC(=O)N2CCCC(C(=O)c3ccc4c5c(cccc35)CC4)C2)=NN1 (stereo not given)
    -5	-0.7	33	6	3	-2	-6	1.1	-1.7
- Cc1cc2nnc(SCC(=O)N3CCN(c4ccccc4)CC3)n2c(N)n1
    2	1.1	24	-23	16	18	-11	0.1	0.4
- CCCCN(C(=O)Cn1nnc2ccccc21)C(C(=O)NCCOC)c1ccc(OC)cc1 (stereo not given)
    0	0.1	-1	-9	-6	10	-2	0.4	0.3
- Cn1c(C(=O)c2ccncc2)cc2ccccc21
    nt	-1.0	18	-5	-12	30	-1	-0.7	1.2
- CC(C)C1N(C(=O)CN2CCCC2)CCN1S(=O)(=O)c1ccccc1 (stereo not given)
    4	0.5	34	2	13	17	-10	1.0	0.4
- CCOC(=O)N1CCC2(CC1)CC(=O)c1c(ccc3oc(C(=O)O)c(C)c13)O2
    0	0.4	12	-13	-6	-6	0	0.7	0.3
- Cc1ccc(S(=O)(=O)N2CCOCC2)c(C)c1-n1cnnn1
    8	0.4	1	-5	-21	-22	0	0.2	0.7
- COc1ccc(N(CC(=O)Nc2cccc(N(C)S(C)(=O)=O)c2)S(C)(=O)=O)cc1OC
    1	-0.6	28	-4	-4	19	0	1.2	-1.0
- O=S(=O)(NCCc1csc(-c2ccccc2)n1)c1ccc2c(c1)OCCO2
    5	1.4	4	6	-24	-28	-26	-0.4	-0.3
- Cc1cc(C)nc(Nc2nc(=O)c3ccccc3s2)n1
    1	1.2	35	1	0	-23	-9	1.1	-2.0
- COc1cc(NS(=O)(=O)c2ccc(F)cc2)c(OC)cc1NC(C)=O
    -6	0.6	0	-14	9	27	11	-0.3	-1.3
- Cc1ccc(-c2noc(CN(C(=O)CCCN3C(=O)c4ccccc4C3=O)C(C)C)n2)cc1
    1	-1.5	nt	-8	-13	nt	4	0.5	-0.3
- CCN1CCN(CCNC(=O)c2cn(C(C)c3ccccc3F)nn2)CC1 (stereo not given)
    7	-0.3	3	-8	-12	2	-17	0.8	1.2
- C#CCOc1ccccc1C(N)=O
    nt	1.4	-1	5	26	12	0	0.6	1.4
- COCCOC(=O)C1=C(C)NC(C)=C(C(=O)OCCOC)C1/C=C/c1ccccc1OC
    nt	0.2	13	5	-14	-16	0	-0.1	0.6
- CC(O)(C#CCN1CCCC1)c1ccccc1 (stereo not given)
    -1	0.1	2	1	1	18	4	0.5	-1.3
- O=C(COC(=O)CCCCCN=C1NS(=O)(=O)c2ccccc21)Nc1ccc(Cl)c(Cl)c1
    2	3.6	-4	-8	18	-47	8	-0.1	0.7
- COc1ccc(S(=O)(=O)N(C)C)cc1NC(=O)CSc1nnc(-c2cccnc2)o1
    5	-0.4	6	2	2	11	8	1.0	-0.8
- Cc1ccn2cc(-c3ccc(Br)cc3)nc2c1
    nt	2.8	55	6	18	-11	2	1.4	-1.2
- O=C(Nc1nnc(-c2ccco2)o1)c1cccc(Cl)c1
    0	0.2	-26	-9	-7	20	-15	-0.6	1.9
- Cc1cc(NC(=O)CN2C(=O)c3ccccc3C2=O)no1
    nt	1.9	-2	-13	15	18	1	1.4	1.1
- CCCN(CC(=O)Nc1cccc(Br)c1)CC(=O)Nc1ccc(F)c(F)c1F
    9	-1.4	79*	-9	13	12	9	0.2	1.3
- CCn1cc(SCC(=O)N2CCOCC2)c2ccccc21
    -2	-0.4	-2	-11	7	-1	8	0.6	-2.9
- CC(=O)c1n[nH]nc1Nc1nc(C)cc(C)n1
    -7	0.4	13	-5	-7	34	18	1.5	0.6
- Cc1ccc(C)c(NC(=O)c2cc(-c3ccccc3)nn2-c2ccccc2)c1
    11	1.8	30	-11	12	64*	1	-0.1	-0.4
- CCCSc1nnc(-c2c[nH]c3ccccc23)n1C
    -3	1.4	34	-4	14	-4	9	-0.5	0.2
- OC(CNCC(c1ccc(Cl)cc1Cl)c1c[nH]c2ccccc12)c1ccccc1 (stereo not given)
    -4	1.4	107*	-20	15	38	4	0.6	1.0
- N/C(=N\c1nc2c(c(=O)[nH]1)CCCC2)Nc1ccccc1Sc1ccccc1
    5	-1.0	-12	-4	-14	12	-4	0.2	-0.9
- COC(=O)c1ccc(NC(=O)COc2ccc(C3C(C#N)=C(N)Oc4c3ccc3ccccc43)cc2OC)cc1 (stereo not given)
    -4	1.0	27	-8	25	-6	-2	0.2	-3.1
- CCOc1ccc(CCNC(=O)c2nnc(Cc3ccc(F)cc3)o2)cc1OCC
    2	-0.6	22	0	1	3	0	0.6	1.9
- COc1cccc(CNC(=O)CCC2CCCN(C(=O)c3ccoc3)C2)c1 (stereo not given)
    -4	0.1	2	1	-1	-10	-8	0.2	-0.6
- Cc1nnc(SCC2=C(C(=O)O)N3C(=O)C(NC(=O)c4cccc(F)c4F)C3SC2)s1 (stereo not given)
    -1	0.1	-10	1	14	14	8	0.0	-0.6
- CCC(=O)NC(=S)Nc1cccc(NC(=O)c2ccccc2Cl)c1
    8	1.8	18	-20	-8	-22	-15	0.1	1.7
- CCN(CC)S(=O)(=O)c1cc(C(=O)OCC(=O)NC2CCCc3ccccc32)ccc1C (stereo not given)
    -1	-1.9	7	-11	4	10	-6	-0.3	-1.4
- CN(CC(=O)Nc1nc2ccccc2s1)S(=O)(=O)c1ccc(Cl)cc1
    -2	0.3	84*	-12	1	-31	21	0.5	-0.7

Some of the entries so far, bar-delimited:
mol | NPY Y1 blocker | TRPN1 ag | CHOP inhibitor | S1P4 antag | NPY1 pot ag | EP2 modulator | NPY-Y2 PAM-ag | TRPML3 ag | S1P4 agonist
N/C(=N\c1nc2c(c(=O)[nH]1)CCCC2)Nc1ccccc1Sc1ccccc1 | 5 | -1.0 | -12 | -4 | -14 | 12 | -4 | 0.2 | -0.9
COC(=O)c1ccc(NC(=O)COc2ccc(C3C(C#N)=C(N)Oc4c3ccc3ccccc43)cc2OC)cc1 (stereo not given) | -4 | 1.0 | 27 | -8 | 25 | -6 | -2 | 0.2 | -3.1
CCOc1ccc(CCNC(=O)c2nnc(Cc3ccc(F)cc3)o2)cc1OCC | 2 | -0.6 | 22 | 0 | 1 | 3 | 0 | 0.6 | 1.9
COc1cccc(CNC(=O)CCC2CCCN(C(=O)c3ccoc3)C2)c1 (stereo not given) | -4 | 0.1 | 2 | 1 | -1 | -10 | -8 | 0.2 | -0.6

(list continues)
Every second line gives: NPY Y1 blocker	TRPN1 ag	CHOP inhibitor	S1P4 antag	NPY1 pot ag	EP2 modulator	NPY-Y2 PAM-ag	TRPML3 ag	S1P4 agonist
- COc1ccc(/C=N/N(Cc2ccccc2)c2ccccc2)cc1O
    5	-1.6	104*	-20	17	48	23	-0.9	1.1
- COc1cc2c(cc1OC)C(C)N(C(=O)C1COc3ccccc3O1)CC2 (stereo not given)
    4	1.4	28	2	8	-12	4	-0.3	0.8
- CC1=NN(S(=O)(=O)c2ccc(C)cc2)C(=O)c2ccccc2O1
    nt	1.3	-9	-10	15	-2	14	0.9	0.3
- CC(C)CC1(C(=O)NCc2cc(F)cc(C(F)(F)F)c2)C=CCN1C(=O)c1ccccc1 (stereo not given)
    0	-1.1	27	11	-12	27	11	-1.1	-0.5
- CCc1cc2c(NC(Cc3c[nH]c4ccccc34)C(=O)O)nc(C)nc2s1 (stereo not given)
    -1	1.6	11	1	-12	-13	11	-0.3	1.6

Assay outcomes as filed in PubChem.
